Screens from PubChem BioAssay.
TNAP activation fold = stimulation of alkaline phosphatase TNAP activity – biochemical, luminescent, no phosphate acceptor, uHTS, primary screen (AID 1001); purified TNAP, luminescent activation assay, no phosphate acceptor; higher activation fold means a stronger effect; 200,000 tested, 0.03% active; one-dose activation fold at 20 µM; EC50 in µM for titrated hits; in the data active = activation fold from about 3, or a potency from the dose series; inactive = the rest, 99 in 100 with activation fold below about 1.6; also: many of its hits are not listed in these tables
PMI inhibitors = inhibitors of human PMI, primary screen, biochemical, fluorescence intensity, coupled assay (AID 1209) | purified PMI enzyme, coupled fluorescence intensity; higher % means a stronger effect | one-dose inhibition, % at 20 µM; IC50 in µM for titrated hits | 190,000 tested, 0.42% active;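 also: plate controls were DMSO vehicle for no effect and wells lacking substrate for full effect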
UTI89 phage lysis = inhibition of K1F phage lysis, E. coli UTI89, bacterial capsule biogenesis inhibitors, alamar blue (AID 488966). 340,000 tested, 0.02% active. one-dose inhibition, % at 100 µM; IC50 in µM for titrated hits. E. coli UTI89 K1F phage lysis, alamar blue, 2 h; higher % means a stronger effect;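 active = phage lysis inhibition, versus mean bacterial control, above a set limit; inconclusive = no clear call, values can overlap the other calls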;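 also: capsule biogenesis inhibitors block K1F phage lysis so surviving cells raise fluorescence; higher fluorescence means more inhibition of phage lysis; actives were called in the ten point dose series up to 300 µM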
WT yeast gro inh = growth inhibition of WT yeast, mitochondrial fusion screen | mitochondrial fusion phenotypic screen, WT strain | inhibition, % at 10 µM | 190,000 tested, 2.1% active | AID 1362; in the data active = inhibition above about 58%; tested in S. cerevisiae
ER stress rescue = protection against thapsigargin-triggered cell killing – 384-well, CSM14.1, ATP luminescence, primary screen (AID 1222); 190,000 tested, under 10 active; cellular ATP content (survival), % at 20 µM; hits with a dose series show EC50 in µM; CSM14.1 thapsigargin-induced death rescue, ATP luminescence; higher % means a stronger effect;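 active = EC50 below 50 µM in the dose-response confirmation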;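 also: death triggered by thapsigargin at about 15 µM added after 2 h compound pretreatment; cell ATP read after overnight thapsigargin exposure of roughly 18 to 22 hours; normalized against plate controls of thapsigargin alone and 5% DMSO vehicle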
Myeloid diff 2 = compounds promoting myeloid differentiation; ER-HoxA9 myeloid progenitors, lysozyme-GFP differentiation, flow cytometry; 360,000 tested, 1% active; calls only at 10 µM; AID 624256;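 active = normalized GFP-positive differentiation at or above the plate's own cutoff, the solvent-only control mean plus 3 SD; inconclusive = no clear call, values can overlap the other calls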;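 also: cells exposed to compound for four days before flow analysis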
PMI inhibition = human PMI inhibitors, high substrate, primary screen, biochemical, fluorescence intensity, high mannose 6-phosphate (AID 1220). inhibition, % at 20 µM; hits with a dose series show IC50 in µM. 190,000 tested, 0.66% active. recombinant PMI enzyme, coupled fluorescence intensity; higher % means a stronger effect
Lipid droplet = modulators of hepatic lipid droplet formation; AML12 mouse hepatocytes, oleate lipid droplets, BODIPY imaging; inhibition, % at 6.5 µM; 240,000 tested, 0.4% active; AID 1656;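 active = lipid droplet intensity inhibited by at least 50%, with more than 500 cells counted; inconclusive = wells with under 300 cells, treated as cytotoxic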
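Assay system: AML12 hepatocytes (mouse) / Also added: 100 µM oleic acid challenge / Times: overnight treatment with compound plus oleate / Detection: high-content imaging of BODIPY-stained droplets and DAPI nuclei / Evaluation: % inhibition of lipid droplet signal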
M1AAP inhibition = P. falciparum M1AAP inhibitors, biochemical, fluorogenic H-Leu-NHMec substrate, 1536-well (AID 1445); recombinant M1AAP, H-Leu-NHMec fluorogenic kinetic assay; higher % means a stronger effect; inhibition, % at 30 µM, or IC50 in µM where a hit was titrated; 220,000 tested, 0.42% active;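 active = primary inhibition above the hit cutoff, then over 50% inhibition at one or more dose response concentrations, cut at about 23% in these data, passing the limit was not always enough; inconclusive = conflicting primary data, or primary hits not chosen for dose response; inactive = low primary inhibition, or under 50% at every dose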;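 also: plate controls were DMSO full reaction for no effect and no enzyme background for full effect; strong numbers were not always called active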
WT yeast gro inh mutant strain = further read-out of WT yeast gro inh, marked with its call; inhibition, %; mitochondrial fusion phenotypic screen, mutant strain inhibition
Lipid droplet cells 6.5 µM = further read-out of Lipid droplet, marked with its call; cell count; measured here: cell count, cytotoxicity flag;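 cells counted across two imaged fields per well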
Myeloid diff 2 GFP+ MAC1+ % = further read-out of Myeloid diff 2, marked with its call; GFP+ MAC1+ double positive, %; measured here: differentiation confirmed by MAC1 staining
* = called active by the depositor; i = inactive; ? = inconclusive; nt = no result given. Rule as the data show it, unless noted: active = inhibition above about 50%; inactive = the rest. Not a hit list; any-hit rate near 4.6%.

SMILES	TNAP activation fold	PMI inhibitors	UTI89 phage lysis	WT yeast gro inh	WT yeast gro inh mutant strain	ER stress rescue	Myeloid diff 2	Myeloid diff 2 GFP+ MAC1+ %	PMI inhibition	Lipid droplet	Lipid droplet cells 6.5 µM	M1AAP inhibition
Clc1ccccc1N=C1NN=C(c2cccs2)CS1	0.9	1%	1.7%	17	13	0.8%	i	0.4	-3%	-8	660	4%
CCN1CCN(CC(O)COc2ccc3c(c2)CCC3)CC1 (stereo unspecified)	1.1	-13%	3.1%	4	6	-5.5%	i	0.8	-15%	19	620	4%
CC(OC(=O)Nc1cccc(Cl)c1)C(=O)O (stereo unspecified)	nt	nt	0.1%	nt	nt	nt	i	0.2	nt	5	656	3%
O=C1c2ccccc2C(Nc2cccnc2)N1Cc1ccccc1 (stereo unspecified)	1.2	-4%	0.6%	6	1	3.8%	i	2.4	2%	nt	nt	7%
CCOC(=O)c1ccc(NC(=O)Cn2c(-c3nonc3N)nc3ccccc32)cc1	1.1	8%	0.1%	10	17	-0.5%	i	0.6	8%	3	664	-4%
CCCNS(=O)(=O)c1ccc(NC(=O)c2ccccn2)cc1	1	13%	-0.1%	38	19	-0.9%	i	1.5	3%	-36	617	-8%
O=C(CC1Sc2ccccc2NC1=O)c1ccc(Br)cc1 (stereo unspecified)	1.1	-9%	0.2%	-6	-16	-1.1%	i	0.9	-7%	2	728	4%
COc1cccc(OC)c1CC1SC(=O)NC1=O (stereo unspecified)	1	-17%	0.2%	-16	12	0.5%	i	0.1	-2%	-14	684	4%
COc1ccccc1-c1nc(C#N)c(N2CCC(Cc3ccccc3)CC2)o1	1	-1%	0.6%	2	3	3.3%	i	1.0	3%	-74	595	2%
COc1ccccc1CNC(=O)C1CCC(CNc2c(N3CCOCC3)c(=O)c2=O)CC1 (stereo unspecified)	1.2	22%	0.3%	12	-4	nt	i	1.6	17%	-13	654	3%
COC(=O)[C@@]1(Cc2ccc(F)cc2)[C@H]2c3cc(C(=O)N4CCCC4)n(CCc4ccccn4)c3C[C@H]2CN1C(=O)c1ccccc1	1	10%	nt	20	-10	-3.1%	nt	nt	7%	-14	783	7%
COc1ccc(CC(=O)NCC2(c3ccc(OC)c(OC)c3)CCCC2)cc1	1	-2%	0.1%	1	7	0.8%	i	0.5	-3%	-15	701	-1%
Cc1cc(C)c(N)c(C(=O)O)c1	nt	nt	0.2%	nt	nt	nt	i	0.5	nt	-8	693	6%
Cc1ccc(C(=O)c2ccccc2C(=O)O)c(O)c1	1.2	-7%	0.7%	9	-6	-0.3%	i	6.6	1%	nt	nt	-4%
COc1ccc(C2=NN(C(=O)CSc3nc4ccccc4s3)C(c3ccc(OC)cc3)C2)cc1 (stereo unspecified)	1	19%	2.4%	-3	2	5.1%	i	0.4	12%	-7	693	-4%
CCO[C@H]1OC(C(=O)N2CCN(Cc3ccccc3)CC2)=C[C@@H](c2coc3ccccc3c2=O)[C@@H]1CCCO	1	2%	0.4%	-26	-20	5.4%	i	0.4	-5%	-11	701	11%
O=C(NC1=NCCS1)C1CC(=O)N(c2ccc(F)cc2)C1 (stereo unspecified)	1.2	-6%	-0.4%	-20	2	-1.3%	i	1.2	-5%	16	785	2%
Cn1cccc1C(C#N)c1ccccc1C#N (stereo unspecified)	1.1	0%	0.1%	-2	-6	0.1%	i	0.2	-2%	-9	677	8%
O=C(Nc1cccc(Oc2ccc3c(c2)C(=O)NC3=O)c1)c1cccs1	1	15%	1.4%	-16	0	-1.4%	i	0.4	1%	1	556	10%
CCOc1ccc(Nc2cc(C)nc(-n3nc(C)cc3C)n2)cc1	1	5%	2.5%	68	69	-1.2%	nt	nt	13%	nt	nt	0%
O=C(NCc1ccc2c(c1)OCO2)c1ccc(COc2cccc(Cl)c2)o1	1.2	10%	2.3%	69*	31*	3.1%	i	0.5	5%	9	730	13%
Cc1nc2ccc(Cl)cc2c(-c2ccccc2F)c1CC(=O)O	1.1	-22%	4.9%	-8	10	-2.6%	i	1.0	-26%	-6	535	16%
CCCC(=O)Nc1ccc(Br)c(Cl)c1	1.1	9%	0.1%	nt	nt	7.7%	i	0.4	5%	7	791	-14%
COc1ccc(C(=O)NNC2CC(=O)N(Cc3ccc(Cl)cc3)C2=O)cc1OC (stereo unspecified)	1	-6%	2.6%	1	9	-2.0%	i	0.4	-10%	-15	611	2%
C=CCN=C(NC#N)SCc1ccccc1Cl	1	12%	1.6%	-4	-1	1.8%	i	1.6	10%	nt	nt	9%

The final 2 records of the part before are carried over, then new ones follow:
SMILES	TNAP activation fold	PMI inhibitors	UTI89 phage lysis	WT yeast gro inh	WT yeast gro inh mutant strain	ER stress rescue	Myeloid diff 2	Myeloid diff 2 GFP+ MAC1+ %	PMI inhibition	Lipid droplet	Lipid droplet cells 6.5 µM	M1AAP inhibition
COc1ccc(C(=O)NNC2CC(=O)N(Cc3ccc(Cl)cc3)C2=O)cc1OC (stereo unspecified)	1	-6%	2.6%	1	9	-2.0%	i	0.4	-10%	-15	611	2%
C=CCN=C(NC#N)SCc1ccccc1Cl	1	12%	1.6%	-4	-1	1.8%	i	1.6	10%	nt	nt	9%
Cn1c(Cn2c(=O)sc3ccccc32)nnc1SCC(N)=O	1.1	-5%	-2.3%	2	4	0.8%	i	1.0	-2%	11	741	2%
C=CCN(c1ccc(C(N)=O)cc1)S(C)(=O)=O	1.2	8%	0.7%	7	-3	0.2%	i	1.0	8%	16	779	-4%
Fc1ccc(CNn2cnnc2SCc2ccc(F)cc2)cc1	1.1	4%	-0.1%	-12	-6	-1.7%	i	0.9	3%	16	744	1%
CC(=O)c1ccc2c(c1)c1ccccc1n2CC(C)C	1	13%	1.2%	46	-3	-1.1%	i	0.7	8%	-1	763	-1%
C1=C(c2ccccc2)Nc2nnnn2C1	1.1	9%	-0.6%	26	6	1.8%	i	0.9	2%	-12	699	3%
CN(NC(=O)c1ccccc1F)c1ccc([N+](=O)[O-])cn1	nt	nt	0.9%	nt	nt	nt	i	0.7	nt	-20	751	15%
O=C(N1CCN(c2ccccc2)CC1)C(F)(F)C(F)(F)F	1.1	3%	8.1%	17	28	1.4%	i	1.0	2%	nt	nt	18%
Cc1cc(C(=O)CSc2nn(-c3ccccc3)c(=S)s2)c(C)n1Cc1ccco1	1.1	20%	-0.1%	9	-3	2.5%	i	1.3	16%	-25	733	10%
Cc1nc2nc(-c3ccccc3)[nH]n2c(=O)c1C	1	9%	i	3	-6	-0.4%	i	15	6%	9	786	-1%
COc1ccc(C2=C/C(=C\c3cccc(OC(C)=O)c3)C(=O)O2)cc1	1.2	-44%	0.3%	20	10	i	i	0.2	-53%	-6	618	1%
Cc1c(NC(=O)CSc2ccc3c(c2)OCCO3)c(=O)n(-c2ccccc2)n1C	1.1	-6%	0.1%	1	3	-0.9%	i	1.5	-5%	nt	nt	8%
COc1cc(NC(=S)NN2CCN(C)CC2)cc(OC)c1OC	1	1%	-0.1%	13	5	1.6%	i	0.8	4%	-55	697	2%
CSCCC(NC(=O)c1ccccc1)C(=O)Nc1ccc(C)cc1 (stereo unspecified)	1.1	11%	0.1%	-4	0	-1.9%	i	0.5	1%	-2	554	-1%
c1csc(C(c2nnnn2C2CCCCC2)N2CCCC3(CCCCC3)C2)c1 (stereo unspecified)	1.1	14%	0.7%	62*	5.9*	-3.0%	i	0.8	18%	-33	705	10%
CSC(=S)NCc1cccnc1	1.1	-8%	-1.4%	-12	13	-1.4%	i	1.2	-12%	-26	687	-2%
CCn1c(/C(C#N)=C(\O)CCc2ccccc2)nc2ccccc21	1.1	7%	0.3%	-9	-11	-3.3%	i	1.2	2%	5	770	5%
N#CC1=C(SCc2ccccc2Cl)NC(=O)C(C(N)=O)C1 (stereo unspecified)	1.1	2%	4.3%	-10	-10	0.0%	i	7.4	7%	nt	nt	-5%
CCn1c(N2CCN(CC(=O)c3c(C)n(C)c4ccccc34)CC2)nc2c1c(=O)[nH]c(=O)n2C	1	-32%	0.2%	17	20	0.1%	i	0.8	-36%	nt	nt	10%
CCC1CCCCN1S(=O)(=O)c1ccccc1[N+](=O)[O-] (stereo unspecified)	1	6%	-0.9%	-13	-2	0.7%	i	0.1	-1%	-10	691	6%
Cc1ccc(N/N=C(\C#N)C(=N)N2CCOCC2)cc1	1	3%	0.2%	-11	-15	-3.0%	i	0.1	2%	22	705	8%
Cc1cc(Sc2nnc(N)s2)c2ccccc2n1	nt	nt	0.6%	nt	nt	nt	?	nt	nt	-5	682	-3%
NC(=O)CSc1nnc(-c2ccc(S(=O)(=O)N3CCCC3)cc2)n1Cc1ccco1	1.1	-10%	2.3%	-11	6	0.2%	i	1.7	-2%	nt	nt	0%
O=C(CN1c2ccccc2Sc2ccccc21)NNC(=S)Nc1ccc(Cl)cc1Cl	1.1	0%	-0.4%	42	10	4.1%	i	0.6	-2%	nt	nt	3%
Nc1nc(Nc2ccc(Cl)cc2)nc(NCc2ccco2)c1[N+](=O)[O-]	nt	nt	-0.2%	nt	nt	nt	i	0.3	nt	9	696	1%
O=C(Cc1cccs1)NCc1ccncc1	1	-13%	0.2%	-1	-7	-3.0%	i	6.0	-6%	nt	nt	-1%
Following part.
SMILES	TNAP activation fold	PMI inhibitors	UTI89 phage lysis	WT yeast gro inh	WT yeast gro inh mutant strain	ER stress rescue	Myeloid diff 2	Myeloid diff 2 GFP+ MAC1+ %	PMI inhibition	Lipid droplet	Lipid droplet cells 6.5 µM	M1AAP inhibition
COc1cccc(OC)c1OCCCOc1c(OC)cccc1OC	1.1	6%	11%	-7	2	-2.0%	i	2.7	4%	-13	743	1%
Cc1cc(S(=O)(=O)N2CCN(Cc3ccc4c(c3)OCO4)CC2)cc(C)c1N1CCCC1=O	1	4%	-6.4%	17	-2	nt	i	2.2	12%	16	536	0%
Cc1cc(C)n(-c2ccc(C(=O)OCC(=O)Nc3cc(Cl)ccc3[N+](=O)[O-])cc2)n1	1	-8%	5.3%	7	-17	-0.7%	i	0.4	0%	8	660	3%
Cc1ccc(Nc2nc3ccccc3s2)cc1	1.1	-6%	3.2%	-9	-3	12%	i	0.8	1%	0	641	-5%
O=C(CN1C(=O)/C(=C/c2ccccc2F)Sc2ccccc21)NCc1cccnc1	1.1	-9%	-0.3%	-19	-7	1.9%	i	0.9	-1%	5	704	-2%
O=C(NNc1c(Cl)cc(Cl)cc1Cl)c1n[nH]c(=O)c2ccccc12	nt	nt	0.3%	nt	nt	nt	i	0.3	nt	-11	735	-5%
COc1ccccc1C(=O)NNC(=O)c1ccc(NC(=O)CC(C)C)cc1	1.1	-1%	-1.6%	-1	0	0.6%	i	0.4	-10%	-11	735	2%
